RAD54 inh: inhibitors of human RAD54 branch migration; inhibition, % at 10.4 µM; Q92698; AID 602329; 360,000 compounds, 0.14% hits; RAD54 Holliday junction branch migration, FAM/BHQ fluorescence;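 active = mean normalized replicate activity at least 40 and at least half of replicates scoring 40 or more; inconclusive = only one of the two criteria met; inactive = mean below 40 and under half of replicates reaching 40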;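 note: 0% = median of neutral control wells and 100% = median of positive control wells; inhibitors cause a drop in the FAM fluorescence signal; in these data hits start at about 50%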
ERAP1 HTS inh: ERAP1 (human) enzyme inhibition; Q9NZ08; recombinant ERAP1, Leu-AMC fluorescence, 60 min; inhibition, % at 10.7 µM; 340,000 compounds, 0.15% hits; AID 652197;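 active = mean replicate inhibition of at least 30%, or all replicates individually reaching that 30% level; inactive = mean below 30% and not every replicate reaching it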;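 note: 0% = neutral control wells and 100% = L-leucinethiol positive control wells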
Target sequence (Q9NZ08 whole entry, looked up): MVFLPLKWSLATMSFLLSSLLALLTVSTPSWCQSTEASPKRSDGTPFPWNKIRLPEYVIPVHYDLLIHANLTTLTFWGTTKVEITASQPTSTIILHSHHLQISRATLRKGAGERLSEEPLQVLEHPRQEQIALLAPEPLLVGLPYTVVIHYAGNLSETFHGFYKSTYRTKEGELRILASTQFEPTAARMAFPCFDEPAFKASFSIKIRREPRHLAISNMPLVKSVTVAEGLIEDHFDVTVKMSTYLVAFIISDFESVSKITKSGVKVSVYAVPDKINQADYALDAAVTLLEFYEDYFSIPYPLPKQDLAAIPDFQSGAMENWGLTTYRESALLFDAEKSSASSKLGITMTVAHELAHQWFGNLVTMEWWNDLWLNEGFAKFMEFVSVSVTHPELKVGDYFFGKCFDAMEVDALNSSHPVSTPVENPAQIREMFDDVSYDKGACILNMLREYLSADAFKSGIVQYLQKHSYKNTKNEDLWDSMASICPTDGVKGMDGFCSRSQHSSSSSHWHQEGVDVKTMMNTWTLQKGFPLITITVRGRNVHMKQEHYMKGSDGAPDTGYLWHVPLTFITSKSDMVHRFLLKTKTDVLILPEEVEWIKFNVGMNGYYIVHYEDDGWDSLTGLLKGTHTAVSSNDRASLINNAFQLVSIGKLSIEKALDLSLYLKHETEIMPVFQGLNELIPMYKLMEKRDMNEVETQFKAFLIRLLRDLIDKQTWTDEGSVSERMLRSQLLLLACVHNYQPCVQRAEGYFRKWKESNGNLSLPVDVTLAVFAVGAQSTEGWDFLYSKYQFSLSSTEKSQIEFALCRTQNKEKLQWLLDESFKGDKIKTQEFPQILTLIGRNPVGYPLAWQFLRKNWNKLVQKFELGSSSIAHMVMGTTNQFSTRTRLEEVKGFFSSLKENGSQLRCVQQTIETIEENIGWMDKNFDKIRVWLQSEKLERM
esBAF inh: SWI/SNF esBAF complex inhibition | 350,000 compounds, 2% hits | reporter increase, % at 12.5 µM | mouse ES cells, Bmi1-luciferase knock-in reporter, 24 h; 100% = twice the neutral-well signal; in the data active = activation above about 40%; inconclusive = no clear call, values can overlap the other calls;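 note: 0% = median of the plate's neutral control wells and 100% = double that signal; a rise in the Bmi1 reporter signal indicates esBAF inhibition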
F508del corr: CFTR F508del correction in bronchial cells | CFBE cells, YFP halide quenching; stimulated with forskolin plus potentiator P3; % fluorescence drop versus neutral controls | activity (quench increase), % at 7.58 µM | 350,000 compounds, 0.36% hits | AID 720511;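 active = mean added fluorescence quench of at least 8% versus neutral control, with both replicates also reaching 8%; inconclusive = only one of the mean or replicate conditions met; inactive = mean below 8% and not both replicates reaching 8%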;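 note: cells transiently co-express mutant CFTR-F508del with the halide-sensitive YFP; corrector assay measuring rescue of mutant channel to the surface after 24 h compound exposure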
RAD52 anneal inh: inhibitors of human RAD52 DNA annealing | inhibition, % at 18.7 µM | 360,000 compounds, 0.46% hits | AID 651710 | recombinant RAD52 DNA annealing, FRET fluorescence;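 active = every replicate showing at least 50% inhibition; inconclusive = mean inhibition at least 50% but not in every replicate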
Xi reactivation: X-chromosome reactivation activator; 360,000 compounds, 0.055% hits; XiGFP mouse fibroblasts, % GFP-positive cells imaging, 3 d; cells co-treated with 5-aza-dC sensitizer; scaled so ellipticine positive control = 100%; activation, % at 7.58 µM;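 active = mean normalized replicate activation at least 10% and every replicate at or above 10%; inconclusive = only one of the two criteria met; inactive = mean below 10% and not all replicates reach 10%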;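 note: 0% = median of on-plate neutral control wells and 100% = ellipticine 6 µM median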
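material = 68-5-11 XiGFP fibroblast line | medium = DMEM plus 5-aza-dC sensitizer | schedule = 3 days compound exposure | benchmarks = positive control ellipticine, 6 µM final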
GSIS activator: GLuc luminescence reporter in INS-1E cells, primary screen for activators of glucose-dependent secretion of insulin; AID 743287; 370,000 compounds, 0.61% hits; INS-1E GLuc reporter insulin secretion, 2-3 h; activation, % at 16.6 µM;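 active = lowest replicate activation of at least 40%, so every replicate reaches that level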;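 note: 0% = median of neutral control wells and 100% = median of IBMX positive control wells; some compounds called inactive have numbers as strong as hits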
ARNT-TACC3 inh: ARNT/TACC3 interaction disruption | AlphaScreen His-ARNT PAS-B/GST-TACC3 binding, luminescence; TACC3 fragment carries E629A point mutation | AID 623870 | inhibition, % at 9.99 µM | 390,000 compounds, 0.66% hits;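 active = mean inhibition of replicates at least 50% and at least half of replicates each reaching 50%; inconclusive = half or more replicates reach 50% but mean below 50%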;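 note: 0% = complete ARNT plus TACC3 wells and 100% = ARNT alone without TACC3; many hits fall short of the cut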
Starred values were filed as active, the others as inactive; ? = inconclusive; nt = not tested or not shown.

Order of results – RAD54 inh	ERAP1 HTS inh	esBAF inh	F508del corr	RAD52 anneal inh	Xi reactivation	GSIS activator	ARNT-TACC3 inh
#1 O=C(C[C@H]1CC[C@H]2[C@@H](COC[C@@H](O)CN2C(=O)Nc2ccc(Cl)c(Cl)c2)O1)NCc1ccc(Cl)cc1
 : -1	-1	6	4.8	9	0.2	-32	7
#2 CN(C)C(=O)C[C@@H]1CC[C@@H]2[C@H](COc3ccc(NC(=O)c4ccc(F)c(F)c4)cc3C(=O)N2C)O1
 : 1	0	-5	0.8	-3	0.2	1	1
#3 C[C@H](CO)N1C[C@H](C)[C@H](CN(C)S(=O)(=O)c2cccs2)OCCCC[C@H](C)Oc2ccc(NS(=O)(=O)c3cn(C)cn3)cc2C1=O
 : -1	2	1	-0.3	109*	0.0	10	-6
#4 Cc1cc2ncc(C(=O)Nc3ccsc3C(=O)O)c(C)n2n1
 : 4	2	15	-3.2	-1	0.1	-2	-10
#5 Cc1c(OC(C)C(=O)NCCN2CCOCC2)ccc2c3c(c(=O)oc12)CCCC3 (stereo unspecified)
 : -9	-1	3	-0.1	3	0.0	19	-3
#6 COC(=O)C1=C(COc2ccccc2)NC(=O)NC1c1ccc(Br)cc1 (stereo unspecified)
 : -1	5	-7	-2.9	-40	0.1	nt	2
#7 Nc1ccc(N2CCCC2)c(S(=O)(=O)Nc2cccc(C(F)(F)F)c2)c1
 : nt	-1	1	0.3	-5	0.0	nt	nt
#8 C[C@@H]1CN([C@@H](C)CO)C(=O)c2cccc(NS(C)(=O)=O)c2O[C@@H]1CN(C)S(=O)(=O)c1ccccc1
 : -6	3	-4	0.8	-5	2.8	25	-10
#9 O=C(COc1ccccc1)N1CCN=C1SCc1ccc(F)cc1
 : 0	0	-5	-0.9	-15	-0.1	-31	-10
#10 COc1cc2c3c(c1OC)C1(C=CC(=O)C=C1)CC3N(C(=O)CCC(=O)O)CC2 (stereo unspecified)
 : nt	nt	0	-0.7	-3	-0.3	10	8
#11 CCc1nc2ccc(C(=O)NCc3ccc(OC)cc3)cn2c1N(CC)CCN(C)C
 : -5	-6	-7	-3.1	-14	-0.1	-3	nt
#12 CC(NC(=S)NCCc1ccccc1)C(c1cccs1)N1CCN(C)CC1 (stereo unspecified)
 : -11	3	-3	-0.3	9	0.3	nt	4
#13 C[C@H]1C[C@@H]2[C@H]([C@@H](O)C[C@@]3(C)[C@H]2CC[C@]3(O)C(=O)CO)[C@@]2(C)C=CC(=O)C=C12
 : 0	2	0	0.5	0	-0.1	9	-1
#14 Cc1ccc(NC(=S)N2CCCCCC2)c(C)c1
 : -1	1	nt	2.2	-4	0.1	2	-2
#15 C[C@H]1CCCCO[C@H](CN(C)Cc2ccc(C(F)(F)F)cc2)[C@@H](C)CN([C@@H](C)CO)C(=O)c2cc(NC(=O)Nc3cccc4ccccc34)ccc2O1
 : 7	nt	4	3.2	nt	0.3	1	0
#16 COc1ccc(NC(=O)N(C)C[C@@H]2Oc3ccc(NC(=O)Nc4cccc5ccccc45)cc3C(=O)N([C@H](C)CO)C[C@H]2C)cc1
 : 6	1	0	-2.5	12	-0.1	-17	-4
#17 CCOC(=O)C(=CNCC(=O)O)C(=O)OCC
 : -6	-2	-1	-0.2	3	nt	4	0
#18 Cc1ccc(S(=O)(=O)Nc2cccc(-n3cnnn3)c2)cc1
 : 5	-5	3	-2.3	-4	0.1	7	0
#19 CCCNC(=O)C[C@H]1CC[C@@H]2[C@H](COC[C@@H](O)CN2C(=O)Nc2ccc3c(c2)OCO3)O1
 : 1	2	8	-0.6	-8	0.2	4	3
#20 CN(C)c1cccc2c(S(=O)(=O)NCC3CCN(C(=O)C(=O)c4cccs4)CC3)cccc12
 : nt	-1	nt	2.0	11	0.1	nt	nt
#21 CCCNC(=O)C[C@H]1CC[C@@H]2[C@H](COc3ccc(NC(=O)c4cccc(C(F)(F)F)c4)cc3C(=O)N2C)O1
 : nt	nt	-2	3.8	nt	0.3	-2	nt
#22 Cn1ccc2c(-c3ccc4c(c3)OCCO4)cc3c(c21)C1CCC3O1 (stereo unspecified)
 : -4	-2	?	1.8	-3	0.2	3	nt
#23 COC(=O)C1NC(=O)N2C(C(=O)OC)C(C)(C)S[C@H]12 (stereo partly specified)
 : -3	nt	-2	-1.7	-7	-0.3	0	-3
#24 C[C@@H]1CN([C@@H](C)CO)C(=O)Cc2cc(NC(=O)Nc3ccc4c(c3)OCO4)ccc2O[C@H]1CN(C)C(=O)Nc1cccc2ccccc12
 : 4	2	6	2.9	-3	-1.0	7	nt
#25 O=C(NC1CCS(=O)(=O)C1)/C(=C/c1ccco1)NC(=O)c1ccccc1 (stereo unspecified)
 : nt	-8	nt	nt	-12	0.0	0	nt
#26 CCN1C/C(=C/c2ccc(OC)c(O)c2)C(=O)/C(=C/c2ccc(OC)c(O)c2)C1
 : nt	-2	nt	5.6	-21	0.0	-2	-4
#27 CCOC(=O)c1c(NC(=O)c2ccc(N3C(=O)[C@@H]4[C@H](C3=O)[C@H]3C=C[C@@H]4C3)cc2)sc2c1CCCC2
 : -10	5	0	nt	-3	0.2	6	nt
#28 CCCNC(=O)[C@H]1[C@H](CO)[C@H]2Cn3c(ccc(-c4ccc(F)cc4)c3=O)[C@H]2N1CC
 : -8	-1	-7	-1.4	-6	0.7	-9	-5
#29 CC(=O)CSc1nc(-c2cccs2)c(C#N)c(=O)[nH]1
 : nt	-1	nt	0.7	-69	-0.1	-42	6
#30 COc1ccc(C(=O)N/N=C2\SCC(=O)N2Cc2ccc3c(c2)OCO3)c(OC)c1
 : nt	4	nt	-1.4	-20	-0.1	15	nt
#31 O=C(C[C@H]1C[C@@H]2c3cc(NC(=O)NC4CCCCC4)ccc3O[C@@H]2[C@H](CO)O1)NCc1ccccn1
 : 11	-1	4	1.2	-7	0.0	0	6
#32 Cc1ccc(N=c2c([N+](=O)[O-])nn(-c3ccccc3)n2O)c(C)c1
 : 2	2	67*	0.8	-8	nt	27	5
#33 Cc1ccc(S(=O)(=O)NC(CC(C)C)C(=O)N2CCCC2)cc1 (stereo unspecified)
 : -2	4	6	2.2	-2	0.0	-7	-1
#34 CC(C)C(=O)Nc1ccc2c(c1)C(=O)N(C)[C@@H]1CC[C@H](CC(=O)Nc3ccccc3)O[C@H]1CO2
 : 2	2	-3	-1.4	3	0.2	4	19
#35 COc1ccc(NC(=O)C[C@H]2C(=O)N(CCc3ccccc3)C[C@@H]2C)cc1
 : nt	9	5	-0.2	13	-0.3	-3	nt
#36 C[C@@H]1CN([C@H](C)CO)C(=O)c2cc(N(C)C)ccc2O[C@H]1CN(C)C(=O)Nc1ccccc1
 : -24	2	1	-0.3	-4	-0.7	13	0
#37 Cc1ccc(O)c(-c2cc(-c3ccc(F)cc3)no2)c1
 : -6	-4	2	-3.9	-7	0.0	5	-2
#38 COc1cccc(OCc2cc(C(=O)NCc3ccccn3)no2)c1
 : -5	4	61*	0.8	-7	0.2	4	7
#39 COc1c(C)cc(S(=O)(=O)NCc2ccccn2)c(C)c1C
 : -6	2	-6	0.6	-13	-0.1	-8	-1
#40 Cc1cccc(C)c1-n1nnnc1C(c1cccs1)N1CCN(C/C=C/c2ccccc2)CC1 (stereo unspecified)
 : -8	-3	-1	-1.8	-14	0.0	-7	nt
#41 Cc1ccc(S(=O)(=O)CCC(=O)OCC(=O)N2CCN(S(=O)(=O)c3ccccc3)CC2)cc1
 : nt	7	nt	2.7	0	0.6	22	1
#42 COc1ccc(C(=O)NCCc2cc3c(OC)ccc(OC)c3[nH]c2=O)cc1OC
 : 4	-2	-4	2.1	-14	0.0	13	nt
#43 COc1ccc(Cc2noc(CN(C)CC3(N4CCOCC4)CCCCC3)n2)cc1OC
 : -5	2	-1	-2.1	-23	-0.1	8	-3
#44 CCCc1cc2c(cc1N(C)S(=O)(=O)c1ccccc1)OCO2
 : -5	-4	-10	1.7	-6	-0.1	-20	nt
#45 Cc1cc2c(c(=O)o1)[C@@]1(C(=O)N(C)c3c(Br)cccc31)C1=C(CCCC1=O)O2
 : nt	-1	nt	3.2	0	-0.1	11	nt
#46 CCC1CCCCN1C(=O)c1sc2nc(C)nc(N(CC)CC)c2c1C (stereo unspecified)
 : nt	11	nt	nt	-2	0.3	5	4
#47 NC(=O)C1(NC(=O)[C@@H]2CC3(CC(c4cccc(NC(=O)c5cc([N+](=O)[O-])cc([N+](=O)[O-])c5)c4)=NO3)CN2C(=O)c2ccccc2)CC1 (stereo partly specified)
 : -2	nt	2	-3.1	41	0.1	-7	-4
#48 Cc1ccc(NC(=O)COC(=O)c2cc(=O)c3ccccc3o2)cc1F
 : -5	2	1	0.1	5	0.2	18	-4
#49 COc1ccc(NC2CCCN(C(=O)C3(C)CCCCC3)C2)cc1 (stereo unspecified)
 : -9	1	-2	0.3	-8	0.3	nt	16
#50 CC(Sc1nnc(C2CC2)n1C1CC1)C(=O)Nc1cccc(S(=O)(=O)N2CCOCC2)c1 (stereo unspecified)
 : 0	2	8	1.3	-11	-0.3	-6	-7
#51 Cc1nn(C)cc1CN1CCC(CO)(CCOc2ccccc2)CC1
 : nt	2	nt	0.9	-6	0.0	2	-4
#52 COc1ccc(Cc2nn3c(-c4ccccc4Br)nnc3s2)cc1
 : 5	0	2	nt	-9	nt	-3	-1
#53 C[C@H]1Cn2cnc(C(=O)Nc3cccc(Cl)c3)c2C(=O)N1
 : 9	nt	1	2.8	-16	0.1	5	nt
#54 CN(C)N1C(=O)CC(N2CCCCC2)C1=O (stereo unspecified)
 : -3	4	3	1.6	-14	0.1	5	4
#55 O=C(Nc1ccc(N2CCN(Cc3ccccc3Cl)CC2)cc1)c1cccnc1
 : 5	nt	13	nt	nt	nt	2	-8
#56 O=C(COCC(=O)N/N=C/c1ccccc1F)N/N=C/c1ccccc1F
 : -4	-1	nt	0.3	-7	-0.1	-16	-1
#57 CCCc1nnc(NC(=O)CCC(=O)NCc2ccccc2)s1
 : -6	2	3	0.3	10	0.0	1	-15
#58 CCN(C[C@H]1N[C@@](Cc2ccccc2)(C(=O)OC)[C@H]2C(=O)N(Cc3ccccc3)C(=O)[C@@H]12)C(=O)C1CCCCC1
 : 4	-2	7	4.1	6	0.1	nt	-2
#59 CO[C@H](CN(C)C(=O)c1ccccc1F)[C@@H](C)CN([C@@H](C)CO)S(=O)(=O)c1ccc(F)cc1
 : 1	0	1	-1.4	-9	0.0	-3	0
#60 Cc1ccc(CNc2nc(NC(C)C)nc3ccsc23)c(C)c1
 : -3	1	-11	-0.1	7	0.0	-36	nt

The list continues.
Order of results – RAD54 inh	ERAP1 HTS inh	esBAF inh	F508del corr	RAD52 anneal inh	Xi reactivation	GSIS activator	ARNT-TACC3 inh
#61 CN1CCC(=O)N(CCOc2ccccc2)CC1
 : -8	nt	5	0.5	-5	0.0	-3	60*
#62 Cc1cc(N)n(-c2nc3ccccc3s2)n1
 : nt	-2	nt	-0.3	-6	0.2	2	-4
#63 Cc1ccc(CSCc2ccc(C(=O)NCC3CCCO3)o2)cc1 (stereo unspecified)
 : -5	2	nt	-1.6	2	-0.1	-3	-8
#64 CCOC(=O)C1=C(C)NC(C)=C(C(=O)OCC)C1/C=C/c1ccccc1
 : 0	4	-9	5.0	-7	nt	-16	-8
#65 COc1ccc2oc(C(=O)N3CCN(S(=O)(=O)c4cccc([N+](=O)[O-])c4)CC3)c(C)c2c1
 : -18	-6	8	-3.2	-17	0.0	-1	0
#66 COc1ccc2c3c([nH]c2c1)[C@H](CO)N(Cc1cccc(F)c1)CC31CCN(C(C)=O)CC1
 : nt	0	nt	3.3	-83	0.0	2	nt
#67 O=C(NC1CCCCCC1)c1cccs1
 : -4	nt	33	nt	nt	nt	4	-2
